Source: PubChem BioAssay (NCI)
NCI-60 one-dose screen, 48 h, at 10 µM unless noted. Numbers give growth in % (100 = growth as untreated, 0 = no growth, -100 = all killed).
LOX IMVI – LOX IMVI melanoma; 79,000 tested, 7.4% active; AID 1794757
A549/ATCC – A549/ATCC NSCLC | 81,000 tested, 3.7% active | AID 1794740
EKVX – EKVX NSCLC; 71,000 tested, 3% active
SK-MEL-5 – SK-MEL-5 melanoma; 80,000 tested, 6.4% active
HOP-62 – HOP-62 NSCLC; AID 1794735; 80,000 tested, 3.9% active
HOP-92 – HOP-92 NSCLC cells; AID 1794738; 71,000 tested, 6.3% active
CCRF-CEM – CCRF-CEM leukemia; 77,000 tested, 7% active
M14 – M14 melanoma. 80,000 tested, 6.2% active. AID 1794745
Numbers without * were called inactive; nt = no result given; & = joins results of further samples. The calls were made as follows: active = growth percent below 10; inactive = the rest.

Results follow in this order: LOX IMVI	A549/ATCC	EKVX	SK-MEL-5	HOP-62	HOP-92	CCRF-CEM	M14
- COc1cc(C(O)CCN(CCO)Cc2ccccc2)cc(OC)c1OC (stereo not drawn)
 : 88.9	89.9	nt	99.2	111.5	98.3	94.0	105.4
- O=C(O)C(C(=O)O)C(c1ccccc1)c1ccccc1Br (stereo not drawn)
 : 98.8	89.9	104.7	101.5	99.6	99.7	103.6	103.6
- CCCCCCN(CCCCCC)CC(O)c1cc(-c2ccccc2)nc2cc(Cl)ccc12 (stereo not drawn)
 : 56.5	97.2	71.3	103.5	99.4	82.2	77.2	114.6
- COc1ccc(/C=C/C(=O)Nc2ccc(C=C3c4ccccc4C(=O)c4ccccc43)cc2)cc1
 : 76.9	59.6	64.7	37.3	71.2	nt	52.3	72.4
- Cc1ccc(Nc2nc(-c3ccc(F)cc3)c(C#N)c(=O)n2C)cc1
 : 74.3	61.7	54.6	77.2	50.9	0.0*	98.8	77.9
- COc1ccc(/C=N/C2=C(C#N)C(c3ccccc3)c3ccc4ccccc4c3O2)cc1 (stereo not drawn)
 : 29.5	16.8	42.9	16.3	22.0	41.4	9.6*	2.7*
- CC(O)CNC(=O)C(C)NC(=O)c1ccc(Br)s1 (stereo not drawn)
 : 101.0	85.7	101.8	100.7	106.1	73.9	109.8	105.8
- Cc1c(N=NC2C(=O)NN(c3nc(-c4ccccc4)c(C#N)c(=O)n3C)C2=O)c(=O)n(-c2ccccc2)n1C (stereo not drawn)
 : 97.6	108.3	108.4	97.0	75.1	99.3	107.7	96.6
- Oc1ccccc1-c1nc2c([nH]1)-c1cccc3cccc-2c13
 : 96.0	95.7	85.6	103.0	103.3	91.3	90.0	97.4
- COc1ccc2oc(=O)cc(-c3nnc(N)s3)c2c1
 : 87.9	97.6	90.4	97.3	103.0	92.7	nt	106.8
- COc1ccc(Br)c(/C=C2\SC(=Nc3ccc(O)cc3)NC2=O)c1
 : 91.2	87.2	88.7	90.3	96.2	83.2	75.0	97.8
- Cc1cc(N(CCNc2ccnc3cc(Cl)ccc23)Cc2ccccn2)nc(N2CCOCC2)n1
 : nt	92.0	98.5	111.5	77.2	68.5	85.9	92.4
- FC(F)(F)C1(C2CNC2)N=N1
 : 100.8	104.1	95.3	100.5	109.4	97.6	100.8	106.0
- NC(=O)CCC(N)=O
 : 99.6	105.5	96.6	95.9	108.1	97.4	106.7	97.6
- CCSC(=O)N=Nc1ccc(O)cc1
 : 87.8	111.2	114.1	112.0	104.1	96.3	51.3	102.1
- COc1cc2c(c(OC)c1OC)C(=O)CC(c1ccccc1)O2 (stereo not drawn)
 : nt	94.6	98.4	94.7	102.5	72.5	91.9	110.3
- CCOc1c(Br)cc(C2C(C(=O)OC)=CN(C)C=C2C(=O)OC)cc1OC
 : 54.9	85.9	nt	19.6	84.6	39.2	72.7	nt
- CO/N=C1/C=C(C)C(=O)C(C)=C1C
 : 104.2	98.3	106.7	105.2	99.6	nt	89.5	99.1
- NCCNCc1ccccc1
 : 98.6	nt	102.5	106.6	101.2	95.8	108.7	111.9
- Cn1cnc2c(cnn2C)c1=O
 : 104.2	104.2	109.1	102.2	112.7	115.6	nt	98.2
- O=C(Nc1ccc(C2=NCCCN2)cc1)c1ccc(C(=O)Nc2ccc(C3=NCCCN3)cc2)cc1
 : 117.2	110.6	93.7	103.7	85.6	112.6	98.9	96.3
- COc1ccc(-n2c(CSc3nc4ccccc4c(=O)n3CCc3ccccc3)n[nH]c2=S)cc1
 : 97.6	95.8	91.8	93.2	nt	82.4	92.9	117.6
- Cc1ccc(C)c(NC2=CC(=O)C(=O)c3ccccc32)c1
 : 19.0	14.6	nt	48.0	82.4	77.7	78.4	66.5
- COc1ccc(NC(=O)CSc2nc3ccc(Cl)cc3c(=O)n2-c2ccccc2C(F)(F)F)c(OC)c1OC
 : 88.0	72.0	nt	89.7	60.6	-2.8*	33.7	91.4
- CC(=O)Oc1ccc(C(c2ccc(OC(C)=O)cc2)c2ccccn2)cc1
 : 77.5&90.3	13.8&87.0	87.8&82.5	-7.6*	108.8&87.9	34.1&66.1	90.9&98.8	69.3&95.1
- Brc1ccc(-c2cn(-c3ccccc3)c(=Nc3ccc(Nc4ncnc5sc6c(c45)CCCC6)cc3)s2)cc1
 : 94.5	97.1	96.2	95.9	82.1	80.0	87.5	100.6
- CC1CCC2(CC1)N=C(N)N=C(N)N2c1ccc(S(=O)(=O)Nc2ccccn2)cc1 (stereo not drawn)
 : 101.3	101.6	105.2	102.0	97.0	93.7	107.5	108.0
- CCC(CC)(N(CC(=O)O)CC(=O)O)C(CC)(CC)N(CC(=O)O)CC(=O)O
 : 98.6	91.3	117.3	105.0	103.3	95.6	93.0	106.2
- CCN(CC)CCNc1c(C)cc(CO)c(Cl)c1C
 : 98.8	84.5	109.5	106.0	112.8	108.8	101.0	109.6
- COc1ccc(-c2cc(-c3cn(-c4ccccc4)nc3-c3ccc(OCc4ccccc4)cc3)c(C#N)c(=O)o2)cc1
 : 101.0	88.6	92.5	99.8	80.6	93.4	98.6	89.7
- CCCCCCCCCCCCCCCCC1CO1 (stereo not drawn) (tested in a mixture with another compound)
 : 106.9	107.2	112.8	104.2	112.1	80.4	102.9	112.7
- CC(=O)c1ccccc1
 : 102.3	106.0	95.8	94.4	104.6	81.7	98.6	108.9
- O=c1ccn2c(n1)SC(c1ccccc1)C2 (stereo not drawn)
 : 101.9	94.8	nt	104.7	102.9	89.5	91.6	95.1
- NC1CCCc2ccccc21 (stereo not drawn)
 : 100.2	107.1	111.8	101.2	94.1	98.2	96.1	100.3
- CCCCCCCCCCCCCC[N+](C)(C)CCCCCCCCCCCCCC
 : 51.8	55.3	nt	69.4	86.2	8.4*	nt	75.4
- CC(=O)OCc1cc(Cl)cc(COC(C)=O)c1OC(C)=O
 : 94.1	86.8	98.1	101.6	94.7	88.5	95.7	98.7
- C[C@]12CC(=O)C[C@@H]1C[C@H]1CC[C@]3(C)CC4(C[C@H]3C[C@H]1C2)S(=O)(=O)CCS4(=O)=O
 : 95.8	98.4	96.4	nt	86.0	nt	96.0	103.1
- O=Cc1cc(C=O)c(O)c(/C=C2/SC(=O)NC2=O)c1
 : 99.0	99.4	112.9	97.3	92.3	91.8	105.1	94.8
- N=C(N)c1ccc(-c2ccc(/C=C/c3ccccc3)s2)cc1
 : -82.1*	12.7	71.2	81.3	33.3	34.7	1.6*	31.8
- COc1ccc(/C=N/Nc2ccc(S(=O)(=O)O)cc2)cc1
 : 106.9	88.5	103.7	100.4	102.7	84.0	108.7	118.8
- Cc1nc2ccccc2c(=O)n1Cc1nncs1
 : 101.0	99.0	nt	nt	106.0	nt	102.3	97.4
- CC1SC(c2ccc(Cl)cc2)N(NC(=O)c2cccnc2)C1=O (stereo not drawn)
 : 85.8	98.7	104.1	102.8	88.8	71.1	88.1	nt
- Cc1ccccc1Nc1n[nH]c(Cc2ccccc2)n1
 : 95.5	100.3	103.0	93.9	94.6	nt	97.8	106.2
- O=C1NC(=NC23CC4CC(CC(C4)C2)C3)N/C1=C\c1ccc2ncccc2c1
 : -76.9*	-46.3*	9.7*	-9.2*	-64.4*	-11.7*	-15.0*	45.9
- NNC(=O)c1sc2nc(-c3cnccn3)cc(-c3cccs3)c2c1N
 : 83.2	102.3	86.8	97.2	91.6	100.9	62.7	104.5
- CC12CCC(C1)C(C)(C)C2(O)c1ccccc1 (stereo not drawn)
 : 104.8	96.2	121.1	100.8	104.1	92.2	95.9	96.4
- COc1ccc(C(=O)COc2cccc(/C=C3\Oc4ccccc4C3=O)c2)cc1
 : 92.7	87.5	104.0	100.4	130.6	94.3	72.2	182.7
- COc1cc(C(=O)NNC(C)C)cc(OC)c1OC
 : 96.6	103.6	95.7	104.2	95.8	110.9	90.4	96.3
- CC(=O)C=P(c1ccccc1)(c1ccccc1)c1ccccc1
 : 95.2	75.6	102.3	91.2	86.3	88.5	91.9	101.1
- O=C1Nc2ccc(F)cc2/C1=C/c1ccc(OCC(=O)c2ccccc2)cc1
 : 82.3	101.1	81.1	93.8	89.5	112.4	84.4	87.9

Remaining list, next part
Results follow in this order: LOX IMVI	A549/ATCC	EKVX	SK-MEL-5	HOP-62	HOP-92	CCRF-CEM	M14
- COc1ccc(OC)c(/C=C2\Oc3cc(OCCN4CCC(Cc5ccccc5)CC4)ccc3C2=O)c1
 : 56.1	92.0	75.6	75.2	94.4	55.2	75.6	77.2
- O=C1NCCN1CCO
 : 98.9	102.6	95.5	100.1	99.0	95.6	103.2	100.7
- Cc1cccc(Cl)c1NC(=O)NNC(=O)CSc1nc2sc3c(c2c(=O)n1-c1ccc(Cl)cc1)CCCC3
 : 102.3	99.2	99.8	105.7	111.8	101.9	101.6	101.3
- CSc1nc(NCCN2CCOCC2)c(C#N)c(-c2cccc([N+](=O)[O-])c2)n1
 : 95.9	99.5	87.3	99.3	89.4	100.9	101.8	100.8
- COc1ccc(CSc2nc3ccc(Cl)cc3c(=O)n2-c2ccc(OC)cc2OC)cc1
 : 94.7	103.7	nt	95.8	97.3	90.7	99.4	90.8
- O=C1/C(=C\c2c[nH]c3ccccc23)c2ccccc2N1c1c(Cl)cccc1Cl
 : -100.0*	0.1*	-5.3*	-39.2*	19.6	-13.7*	11.6	-86.3*
- CC(O)(Cc1ccccc1)c1ccccc1 (stereo not drawn)
 : 97.7	100.1	nt	100.3	93.0	85.7	94.4	88.7
- CC(C)CC1NC(C)(C)CO1 (stereo not drawn)
 : 97.2	102.7	123.4	104.3	95.9	98.0	102.1	110.1
- O=S(=O)(NCCNc1cc(-c2cn(-c3ccccc3)nc2-c2cccc(O)c2)ccn1)c1ccc(Br)cc1
 : 20.0	27.2	34.9	11.5	40.4	33.3	9.8*	20.3
- C[C@@H](C[C@H](CCOCc1cccnc1)c1ccccc1)c1ccoc1
 : 100.2	89.4	96.6	96.2	81.9	105.2	89.5	91.2
- COc1cc(NC(=O)C(C)Sc2nc3sc4c(c3c(=O)n2-c2ccc(Cl)cc2)CCCC4)cc(OC)c1OC (stereo not drawn)
 : 84.1	80.6	67.8	81.5	107.9	56.9	84.8	88.8
- CCCn1c(O)c(N=Nc2ccc(S(N)(=O)=O)cc2)c2ccccc21
 : 100.1	91.4	90.2	97.2	102.7	115.0	106.0	106.2
- Fc1ccc(-c2cnc3nonc3n2)cc1Br
 : 96.2	93.4	97.3	93.5	95.0	nt	76.1	85.3
- Cc1ccc2oc(-c3ccccc3)c(O)c(=O)c2c1
 : 43.9	63.8	117.6	65.5	90.9	114.1	50.3	80.8
- COc1ccc(-c2nc(N/N=C/c3cccc(F)c3)nc(N3CCOCC3)c2C#N)cc1
 : 93.8	91.1	89.9	95.7	85.8	83.7	88.2	103.0
- O=C(O)c1cn(C2CC2)c2cc(N3CCN(C(=O)CSc4nc(NS(=O)(=O)c5ccccc5)cc(=O)[nH]4)CC3)c(F)cc2c1=O
 : 90.9	109.5	104.6	94.6	115.8	106.1	81.0	83.7
- [O-][n+]1c2ccccc2nc2ccccc21
 : 94.9	34.3	106.8	88.7	96.7	nt	102.5	106.9
- Cc1ccc(NC(=O)C(C)Cl)cc1Cl (stereo not drawn)
 : 101.5	83.2	93.4	100.3	89.5	80.9	67.9	94.7
- COc1ccc(C(=O)CSc2nc3c(c(Nc4cccc(S(N)(=O)=O)c4)n2)CCC3)cc1
 : 97.0	102.5	97.9	101.4	99.2	99.2	103.2	93.8
- COc1ccc2[nH]c(O)c(N=NC(=O)c3ccc(NS(C)(=O)=O)cc3)c2c1
 : 104.3	103.9	106.8	102.6	109.0	115.0	95.4	106.8

Arranged by length of the SMILES (low to high): three of the compounds above.
Results follow in this order: LOX IMVI	A549/ATCC	EKVX	SK-MEL-5	HOP-62	HOP-92	CCRF-CEM	M14
- Fc1ccc(-c2cnc3nonc3n2)cc1Br
 : 96.2	93.4	97.3	93.5	95.0	nt	76.1	85.3
- CCCn1c(O)c(N=Nc2ccc(S(N)(=O)=O)cc2)c2ccccc21
 : 100.1	91.4	90.2	97.2	102.7	115.0	106.0	106.2
- O=C(O)c1cn(C2CC2)c2cc(N3CCN(C(=O)CSc4nc(NS(=O)(=O)c5ccccc5)cc(=O)[nH]4)CC3)c(F)cc2c1=O
 : 90.9	109.5	104.6	94.6	115.8	106.1	81.0	83.7

Of the compounds above, these contain an NH in an aromatic ring.
Results follow in this order: LOX IMVI	A549/ATCC	EKVX	SK-MEL-5	HOP-62	HOP-92	CCRF-CEM	M14
- Oc1ccccc1-c1nc2c([nH]1)-c1cccc3cccc-2c13
 : 96.0	95.7	85.6	103.0	103.3	91.3	90.0	97.4
- COc1ccc(-n2c(CSc3nc4ccccc4c(=O)n3CCc3ccccc3)n[nH]c2=S)cc1
 : 97.6	95.8	91.8	93.2	nt	82.4	92.9	117.6
- Cc1ccccc1Nc1n[nH]c(Cc2ccccc2)n1
 : 95.5	100.3	103.0	93.9	94.6	nt	97.8	106.2
- O=C1/C(=C\c2c[nH]c3ccccc23)c2ccccc2N1c1c(Cl)cccc1Cl
 : -100.0*	0.1*	-5.3*	-39.2*	19.6	-13.7*	11.6	-86.3*
- O=C(O)c1cn(C2CC2)c2cc(N3CCN(C(=O)CSc4nc(NS(=O)(=O)c5ccccc5)cc(=O)[nH]4)CC3)c(F)cc2c1=O
 : 90.9	109.5	104.6	94.6	115.8	106.1	81.0	83.7
- COc1ccc2[nH]c(O)c(N=NC(=O)c3ccc(NS(C)(=O)=O)cc3)c2c1
 : 104.3	103.9	106.8	102.6	109.0	115.0	95.4	106.8

(further entries)
Results follow in this order: LOX IMVI	A549/ATCC	EKVX	SK-MEL-5	HOP-62	HOP-92	CCRF-CEM	M14
- O=C1c2ccccc2C(=O)N1c1ccc2ccccc2c1
 : 102.1	94.6	96.9	107.4	91.6	75.8	92.7	110.5
- CC(=O)c1cc2c(N)c(C(=O)Nc3cccc(Cl)c3)sc2nc1C
 : 89.5	39.3	76.5	43.2	90.4	58.3	92.8	67.1
- OC1CSSC1Cn1cnc2c(Nc3ccc(F)c(Cl)c3)ncnc21 (stereo not drawn)
 : 47.9	77.5	58.5	88.2	93.2	137.5	29.6	-65.9*
- CCc1nc(N)nc(N)c1C#CC(C)c1ccc(-c2ccncc2)cc1Cl (stereo not drawn)
 : 13.9	9.6*	25.0	nt	10.3	6.9*	10.9	1.0*
